NCI-60 one-dose screen, 48 h, at 10 µM unless noted. Numbers give growth in % (100 = growth as untreated, 0 = no growth, -100 = all killed).
UACC-62 = UACC-62 melanoma; 81,000 tested, 5.4% active
UACC-257 = UACC-257 melanoma | AID 1794764 | 78,000 tested, 4.4% active
MALME-3M = MALME-3M melanoma; AID 1794766; 78,000 tested, 5.8% active
BT-549 = BT-549 breast cancer | 78,000 tested, 4.4% active | AID 1794793
SK-MEL-28 = SK-MEL-28 melanoma; 81,000 tested, 4.1% active; AID 1794761
SK-MEL-2 = SK-MEL-2 melanoma; 77,000 tested, 4.7% active; AID 1794763
HS 578T = HS 578T breast cancer; 78,000 tested, 4.1% active; AID 1794788
T-47D = T-47D breast cancer | 79,000 tested, 5% active
An asterisk follows results filed as active; · = no result given; & = joins results of further samples. How the source made its calls: active means growth percent below 10; inactive means the rest. This is a random part of the collection (roughly 10% active in at least one column).

structure,UACC-62,UACC-257,MALME-3M,BT-549,SK-MEL-28,SK-MEL-2,HS 578T,T-47D
COc1c(N2CC3CCCNC3C2)c(F)cc2c(=O)c(C(=O)N/N=C/c3cc[nH]c3)cn(C3CC3)c12 (centres undefined),101,116,102,99,103,111,109,99
COC(=O)[C@@H]1CCCN1C(=O)C1=C(C)NC(=S)NC1c1ccc(O)c(OC)c1 (some centres undefined),88,97,107,·,112,107,102,83
COc1ccc2nc(-n3c(=O)c4ccccc4n(-c4ccccc4)c3=O)sc2c1,109,77,113,111,120,130,·,104
O=c1[nH]c(Nc2ccc(Cl)cc2)nc2[nH]ncc12,90,105,95,99,98,106,100,93
CC12CCC3C4(C)COC(c5ccco5)OC4CCC3(C)C1CC(C1=CCOC1=O)O2 (centres undefined),88,110,99,·,106,131,107,101
O=[N+]([O-])c1ccc(C2Nc3cc(Cl)c(Cl)cc3S(=O)(=O)N2O)cc1 (centres undefined),103,110,134,90,108,103,106,96
Cc1cc(CCCC(=O)O)c(C)s1,114,101,106,108,114,100,108,92
N#Cc1c(NC(=O)c2ccco2)[n+]([O-])c2cc(Cl)c(Cl)cc2[n+]1[O-],85,99,123,94,104,90,84,112
CCN(CC)CCC(CNc1c2ccc(Cl)cc2nc2ccc(OC)cc12)c1ccccc1 (centres undefined),-61*,-91*,-85*,·,-100*,-71*,-28*,-59*
COc1ccc2nc(NC(=O)c3cccnc3Nc3cc(OC)c(OC)c(OC)c3)sc2c1,57,50,·,-91*,24,48,45,-7.2*
Clc1ccc(Oc2nc3c(Cl)cccc3s2)cc1Cl,77,95,·,89,108,86,92,42
Cc1ccccc1N1CCN(C(=S)c2ccccc2)CC1,83,-18*,103,89,109,85,106,89
O=S(=O)(c1ccccc1)c1ccccc1Br,95,97,·,101,112,113,94,104
Cc1cc(CC(C)C)c(C(N)=O)cc1C,95,85,102,106,107,124,89,101
COc1ccc(S(=O)(=O)Nc2cc(/C=C\c3cc(OC)c(OC)c(OC)c3)cc(OC)c2OC)cc1,46,51,81,27,68,18,21,87
CC(=O)c1c(C)[nH]c2c1c(-c1cnc[nH]1)nc1ccccc12,86,103,89,106,108,101,98,96
CNC(=O)c1n[nH]n2c1nc(=O)c1c(C)c(C)sc12,105,·,89,99,106,104,100,92
O=c1cc(C(F)(F)F)[nH]c(=S)[nH]1,100,99,97,122,105,111,·,98
CC(=O)c1ccc(Cc2ccc(C(C)=O)s2)s1,96,111,106,110,112,99,109,97
COc1cc2ncnc(Nc3ccc4c(cnn4C(=O)Nc4ccc(Cl)c(Cl)c4)c3)c2cc1OC,106,103,97,108,108,110,114,107
COc1ccc(CSc2nc3ccc(Cl)cc3c(=O)n2-c2ccc(OC)cc2OC)cc1,93,101,70,103,101,93,97,98
COc1ccc(Cc2nccc3c(Cc4c(OC)c(OC)cc5c(Cc6ccc(OC)c(OC)c6)nccc45)c(OC)c(OC)cc23)cc1OC,88,94,90,101,105,87,77,99
CCOC(=O)CC[C@H](NC(=O)c1ccc(NC(=O)Cn2c(C)nc3c(c(C)nn3-c3ccc(F)cc3)c2=O)cc1)C(=O)OCC,92,90,93,95,100,112,·,97
O=C(O)c1cc([N+](=O)[O-])ccc1C(=O)OCCCBr,96,108,103,99,112,101,102,95
COCOc1ccc(/C=C/C(=O)NC(Cc2ccccc2)C(=O)C(=O)NCc2ccccc2)cc1OCOC (centres undefined),101,95,102,88,109,107,98,100
CCN1C(=O)N(CC)C2NC(N/N=C/c3ccc([N+](=O)[O-])cc3)=NC21 (centres undefined),93,92,78,97,97,104,90,98
OC(COc1ccccc1)CN1CCCC1 (centres undefined),109,92,120,118,103,121,100,103
CC(=O)c1ccc(Nc2nccc(-c3ccc(Cl)cc3)n2)cc1,86,106,101,100,113,98,95,80
Cc1cc(C)c2nc3nc(C)cc(C)c3c(N)c2c1,42,40,24,56,39,30,24,38
Oc1ccccc1C1NC(=S)Nc2c1sc1ccc(Cl)cc21 (centres undefined),87,101,89,105,106,93,92,75
C=CCn1cc(-c2nc3ccccc3s2)c2cc(-c3ccc4c5c(cccc35)C(=O)NC4=O)ccc21,94,105,116,91,107,105,100,77
COc1cc(-c2nn(C(C)(C)C)cc2-c2ccnc(NCCCNS(=O)(=O)c3cccc(F)c3)n2)ccc1F,80,99,102,100,97,99,86,67
CC(=O)Nc1cccc2c1CCCC2,102&107,102&67,95&103,97,107&104,75&83,110&93,93
CNC(=O)c1cc(Oc2ccc3nc(NC(=O)NCCN4CCN(C)CC4)sc3c2)ccn1,102,105,107,109,99,102,110,85
OCC(O)C1OC(Oc2ccccc2)C(O)C(O)C1O (centres undefined),98,100,116,116,117,114,121,113
CCCC(C)C(=O)OC1CCC(C)CC1 (centres undefined),101,100,93,105,98,·,99,93
c1ccc2cc3c(cc2c1)Nc1cc2ccccc2cc1N3,105,107,87,99,109,99,97,83
O=C(CCn1c[n+](CC(=O)c2ccc([N+](=O)[O-])cc2)c2ccccc21)Nc1cccc2cccnc12,95,81,·,87,96,88,109,88
COc1ccccc1-c1ccc2c(C)nc3oc(-c4cc(OC)c(OC)c(OC)c4)nc3c2n1,96,110,108,112,107,91,100,80
COc1ccc(/C=C/c2ccc(Cl)cc2)cc1,90,99,102,99,93,110,100,93
O=C(O)C(CS)NSc1ccccc1[N+](=O)[O-] (centres undefined),109,106,90,112,111,·,110,100
COc1ccc(-c2nc3sc(C)cn3c2/C=C/C(=O)c2cc(OC)c(OC)c(OC)c2)cc1,37,51,39,60,41,63,37,50
Cc1ccc(S(=O)(=O)OC(C)CCC(C)OS(=O)(=O)c2ccc(C)cc2)cc1 (centres undefined),93,101,98,94,109,99,101,79
O=C(O)C/C=C/Br,97,95,103,109,107,123,·,122
COc1ccc(NC(=O)CSc2nnc(COc3cnc4ccccc4n3)o2)cc1,97,110,90,107,111,113,104,94
CC(C)=C1C(=O)Nc2cc(Cl)c(CCCl)cc21,119,112,100,109,104,·,116,104
COc1ccc(CCN2CCC(Nc3nc4ccccc4n3Cc3ccc(F)cc3)CC2)cc1,-86*,-82*,-80*,32,-77*,·,-40*,-3.9*
[Cl][Ru].c1ccc(-c2cccc(-c3ccccn3)n2)nc1.c1ccc(-c2ccnc3c2ccc2c(-c4ccccc4)ccnc23)cc1,14,27,2.7*,7.9*,31,-37*,13,14
COc1ccc(CSc2nnc(-c3nn(-c4ccc(Cl)cc4Cl)c(-c4ccc(Cl)cc4)c3C)n2CCc2ccccc2)cc1,74,·,86,107,98,91,100,66
CC(=O)Nc1ccc(-c2cc3c(NCc4cccc(C)c4)ncnc3s2)cc1,71,83,57,78,92,102,84,67

(continued)
structure,UACC-62,UACC-257,MALME-3M,BT-549,SK-MEL-28,SK-MEL-2,HS 578T,T-47D
COc1cc(NCC(=O)Nc2cc(Nc3cccc(I)c3)ncn2)c(Cl)c(OC)c1Cl,68,100,108,98,104,99,76,70
CC(C)c1nc2ccccc2n1CC(=O)O,96,92,107,99,108,93,82,97
COc1cc(-c2nn(C(C)(C)C)cc2-c2ccnc(NCCCNS(=O)(=O)c3ccc(C)cc3)n2)ccc1Cl,68,95,94,·,101,87,77,85
C/C(=N\N=C\c1cc([N+](=O)[O-])ccc1Cl)c1ccc2c(c1)Nc1ccccc1S2,70,82,74,63,91,91,27,30
COc1cc(C(N)CCc2ccc3c(c2)OCO3)cc(OC)c1OC (centres undefined),105,101,106,·,110,83,107,95
C=CC[C@@H]1C(=O)[C@@H]2C[C@@H](O)[C@@H](O)C[C@]2(C)[C@H]2CC[C@@]3(C)C(=C12)CC[C@@H]3[C@@](C)(O)[C@H](O)CCC(C)(C)O,88,88,101,99,103,103,95,90
O=c1sn(CCCl)c(=O)n1Cc1ccc(Cn2c(=O)sn(CCCl)c2=O)cc1,88,87,99,94,109,89,98,·
Cc1cc(N(CCNc2ccnc3cc(Cl)ccc23)Cc2ccccn2)nc(N2CCOCC2)n1,95,97,115,86,104,111,96,·
Cn1ccc2c3nnn(Cc4ccccc4)c3ccc21,93,110,130,101,87,112,119,113
CCCCOc1nc2ccc(OC)cc2cc1-c1cc(-c2ccc(Cl)cc2)nc(-c2ccc(Cl)cc2)c1,93,100,100,105,104,103,100,97
CCN(CC)Cc1cc(C(C)(C)C)cc(N2CCOCC2)c1O,88,94,101,104,120,99,102,95
O=[N+]([O-])c1cccc(-c2ncc(-c3ccc(Cl)cc3Cl)[nH]2)c1,63,109,125,·,93,·,45,79

Entries shown so far that contain a carbonyl joined to an NH by a bond outside any ring:
structure,UACC-62,UACC-257,MALME-3M,BT-549,SK-MEL-28,SK-MEL-2,HS 578T,T-47D
COc1c(N2CC3CCCNC3C2)c(F)cc2c(=O)c(C(=O)N/N=C/c3cc[nH]c3)cn(C3CC3)c12 (centres undefined),101,116,102,99,103,111,109,99
N#Cc1c(NC(=O)c2ccco2)[n+]([O-])c2cc(Cl)c(Cl)cc2[n+]1[O-],85,99,123,94,104,90,84,112
COc1ccc2nc(NC(=O)c3cccnc3Nc3cc(OC)c(OC)c(OC)c3)sc2c1,57,50,·,-91*,24,48,45,-7.2*
Cc1cc(CC(C)C)c(C(N)=O)cc1C,95,85,102,106,107,124,89,101
CNC(=O)c1n[nH]n2c1nc(=O)c1c(C)c(C)sc12,105,·,89,99,106,104,100,92
COc1cc2ncnc(Nc3ccc4c(cnn4C(=O)Nc4ccc(Cl)c(Cl)c4)c3)c2cc1OC,106,103,97,108,108,110,114,107
CCOC(=O)CC[C@H](NC(=O)c1ccc(NC(=O)Cn2c(C)nc3c(c(C)nn3-c3ccc(F)cc3)c2=O)cc1)C(=O)OCC,92,90,93,95,100,112,·,97
COCOc1ccc(/C=C/C(=O)NC(Cc2ccccc2)C(=O)C(=O)NCc2ccccc2)cc1OCOC (centres undefined),101,95,102,88,109,107,98,100
CC(=O)Nc1cccc2c1CCCC2,102&107,102&67,95&103,97,107&104,75&83,110&93,93
CNC(=O)c1cc(Oc2ccc3nc(NC(=O)NCCN4CCN(C)CC4)sc3c2)ccn1,102,105,107,109,99,102,110,85
O=C(CCn1c[n+](CC(=O)c2ccc([N+](=O)[O-])cc2)c2ccccc21)Nc1cccc2cccnc12,95,81,·,87,96,88,109,88
COc1ccc(NC(=O)CSc2nnc(COc3cnc4ccccc4n3)o2)cc1,97,110,90,107,111,113,104,94
CC(=O)Nc1ccc(-c2cc3c(NCc4cccc(C)c4)ncnc3s2)cc1,71,83,57,78,92,102,84,67
COc1cc(NCC(=O)Nc2cc(Nc3cccc(I)c3)ncn2)c(Cl)c(OC)c1Cl,68,100,108,98,104,99,76,70

High-throughput results deposited in PubChem BioAssay by NCI.
